mcGAS MS inh: inhibitors of Mus musculus cyclic GMP-AMP synthase, initial high-throughput assay, cell-free, RapidFire MS; Q8C6L5; recombinant mouse cGAS, cGAMP by RapidFire MS; inhibition, % at 12.5 µM; actives 0.18% (n = 130,000); AID 1259397, 2018;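 active means inhibition of cGAS enzyme activity at or above 60%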;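 further: enzyme stimulated by 45 bp dsDNA with ATP and GTP substrates; cGAMP share of summed cGAMP plus half ATP and half GTP signals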
Target sequence (Q8C6L5 whole entry, looked up): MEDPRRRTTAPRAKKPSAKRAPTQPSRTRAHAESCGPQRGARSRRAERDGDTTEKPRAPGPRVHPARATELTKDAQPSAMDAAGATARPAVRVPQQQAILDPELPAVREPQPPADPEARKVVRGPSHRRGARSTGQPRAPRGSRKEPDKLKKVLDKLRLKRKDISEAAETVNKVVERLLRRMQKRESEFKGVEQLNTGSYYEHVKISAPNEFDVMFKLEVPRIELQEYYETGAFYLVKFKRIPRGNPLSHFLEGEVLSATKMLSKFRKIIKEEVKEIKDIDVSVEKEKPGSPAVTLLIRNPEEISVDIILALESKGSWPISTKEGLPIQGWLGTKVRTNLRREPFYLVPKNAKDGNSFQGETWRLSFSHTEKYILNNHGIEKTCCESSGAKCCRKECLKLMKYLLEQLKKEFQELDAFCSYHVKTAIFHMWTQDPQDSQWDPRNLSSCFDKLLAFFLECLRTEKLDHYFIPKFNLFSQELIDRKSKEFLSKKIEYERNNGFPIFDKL
* marks the source's active call; other numbers are inactive results; & = joins results of further samples. The list is partial. The share of hits here may be higher or lower than overall.

item	Molecule	mcGAS MS inh
1	Cc1nn(C)c(Cl)c1CN1CCN(c2nsc3ccccc23)CC1	-19
2	COc1ccc(OCC(O)CN2c3ccccc3CC2C)cc1 (centres undefined)	2
3	CC(C)c1cc(C(=O)N(C)Cc2n[nH]c3c2CCCCC3)nc2ncnn12	-9
4	CC1CCCN(S(=O)(=O)c2ccc(Cl)s2)C1 (centres undefined)	-6
5	Cc1cc(C)c(NC(=O)Cn2ccccc2=O)c(Cl)c1	2
6	COc1ccc(-n2ccnc2CN2CCc3nc(C)n(C)c(=O)c3CC2)cc1	-10
7	O=C(Nc1c2c(nn1-c1ccc([N+](=O)[O-])cc1)CSC2)C1CCCC1	-5
8	Cc1cc(C)c2c(C)c(C(=O)NCC(C)(C)NS(C)(=O)=O)sc2n1	0
9	COC(=O)c1ccc(CNC(=O)C2CCC(=O)N(Cc3ccccn3)C2)cc1 (centres undefined)	-5&-3
10	CCN(C(=O)CSc1nnc(Cc2cccs2)n1C1CC1)C1CCCCC1	-7
11	CCCN1CCC(Nc2cc(C)nc3ccccc23)CC1	-3
12	OCCN(Cc1ccsc1)C1C=CCCC1 (centres undefined)	-18
13	O=C(c1ccc2c(c1)C(=O)N(C1CC1)C2=O)N(Cc1ccccc1)C1CC1	-21
14	Cc1cccc(OCc2nc(CNC(C)C)cs2)c1	-3
15	Nc1nsc(N2CCN(C(=O)c3ccc(Br)cc3O)CC2)n1	3
16	O=C(c1ccc(O)cc1)C1CCN(C(=O)c2ccccc2-n2cccn2)CC1	-7
17	Cc1nnc(SCCCNC(=O)C2CCC(=O)N(CCN3CCOCC3)C2)s1 (centres undefined)	2
18	CC(C)(C)c1ccc(-c2nnc(SCC(N)=O)o2)cc1	-1
19	CC(=O)Nc1ccc(S(=O)(=O)NC2CCc3ccc(F)cc32)cc1 (centres undefined)	-23
20	Cc1cccc(NC(=O)NCc2ccc(CN3CCOCC3)cc2)c1	-4
21	COc1ccc(/C=C(\C#N)c2[nH]nc(N)c2C#N)cc1Br	51
22	CCCN1C(=O)C(CCC(=O)N2CCC(Cc3ccccc3)C2CC(C)C)NC(=O)c2ccccc21 (centres undefined)	-7
23	O=C(c1cc(C(F)(F)F)cc(C(F)(F)F)c1)N1CCC(c2ccccc2)CC1	6
24	c1ccc(CN2CN(CCN3CCOCC3)Cn3c2nc2ccccc23)cc1	-10
25	O=c1n(Cc2ccon2)c2ccccc2n1Cc1ccon1	-48
26	Cc1n[nH]c(=O)c2c(NC(=O)COC(=O)c3ncc(Cl)c(Cl)c3Cl)oc(C)c12	-5
27	CSc1nnc2n(-c3ccc(C)cc3)c(=O)c3c4c(sc3n12)CCCC4	-1
28	Cc1ccc(/C(=C\CN2CCCC2)c2ccccn2)cc1	-2&0
29	CC(C)Oc1ncc(C(=O)Nc2c[nH]ccc2=O)cc1Cl	-22
30	C(=C\CSc1ncn[nH]1)/CSc1ncn[nH]1	-20
31	CC(C)CNc1ccc2c(n1)C(=O)N([C@H](C)C(=O)NCC1CCOCC1)C2	6
32	O=C1CC(c2ccccc2)CC2=Nc3ccccc3NC(c3ccc(Cl)cc3)C12 (centres undefined)	-9

Some of these compounds in order of their number in mcGAS MS inh, largest number first:
item	canonical_smiles	mcGAS MS inh
27	CSc1nnc2n(-c3ccc(C)cc3)c(=O)c3c4c(sc3n12)CCCC4	-1
24	c1ccc(CN2CN(CCN3CCOCC3)Cn3c2nc2ccccc23)cc1	-10
30	C(=C\CSc1ncn[nH]1)/CSc1ncn[nH]1	-20

The list continues:
item	Molecule	mcGAS MS inh
33	O=S(=O)(Nc1cc(Cl)ccc1O)c1cc(Br)ccc1Br	-6
34	Cc1c(C)c(C)c(C(=O)OCC(N)=O)c(C)c1C	-3
35	N#CCc1ccc(NC(C(=O)NC2CC2)c2ccc(F)cc2)cc1 (centres undefined)	-11
36	Cc1ncc(/C=C/C(=O)NC(C)(C)C(=O)Nc2ccccc2)s1	3
37	CC(C)c1ccc(NC2CCCN(C(=O)c3cnsn3)C2)cc1 (centres undefined)	1
38	CN(Cc1cccc2cnccc12)C(=O)c1cn(C2CCCCC2)nn1	-4
39	COc1cc2c(cc1O)C(c1ccc(-n3cncn3)cc1)CC(=O)N2 (centres undefined)	-8
40	CCCCN(C)C(=O)c1sc(=O)n(Cc2c(C)noc2C)c1C	-3
41	COc1cccc(Cn2c(C3CCCCC3)n[nH]c2=O)c1	-3
42	Cc1c(-c2ccccc2)[nH]c2c(CNc3nccc(N)n3)cc(Cl)cc12	-15
43	Cc1cc(C)c(NC(=O)c2ccc(C)c(F)c2)c(C)n1	-7
44	COc1ccc(OC)c(NC(=O)CC(=O)N2CC[C@@H](O)C2)c1	-6
45	Cc1cc(=O)c(C(=O)N2CCCC(N(C)Cc3ccccc3)C2)c[nH]1 (centres undefined)	-14
46	N=C(N)n1cccn1	13
47	Cc1ncnc(N2CCN(C(=O)C3CC4(CCNCC4)CN3)CC2)c1C (centres undefined)	-13
48	CCCCn1c(CN(C)Cc2ccc3nsnc3c2)cnc1S(=O)(=O)CC	-6
49	Cc1cn2c3c(=O)n(C)c(=O)n(C)c3nc2n1-c1ccccc1O	-7
50	N#CCSc1nnc(-c2ccc3c(c2)OCO3)o1	-7
51	N#Cc1cccc(C(=O)NCc2cccnc2OC2CCCC2)c1	-3
52	CN(C1CCCCC1)S(=O)(=O)N1CCCC(c2nc(-c3cccc(F)c3)no2)C1 (centres undefined)	-10
53	CCOc1ccc(S(=O)(=O)NCc2ccco2)cc1C(C)(C)C	-6
54	CC1(C(=O)NS(=O)(=O)Cc2cccc(Cl)c2)CCN1C(=O)Cc1ccc(Cl)cc1Cl (centres undefined)	-8
55	COc1cccc([C@@H]2C[C@H]3CN(Cc4cccc(Cl)c4)C(=O)[C@]34CCCN24)c1	-16
56	c1ccc(-c2nccc3c2nnc2c(-c4ccccc4)cnn23)cc1	-1
57	COc1cc(-c2cnnc(NCCCn3cccn3)n2)cc(OC)c1OC	-7
58	CCn1cc(CN2C[C@@H](C(=O)O)C[C@@H](C(=O)Nc3ccc(F)cc3)C2)cn1	-2
59	CC1CCc2c(sc(NC(=O)c3ccc(=O)n(C)n3)c2C(N)=O)C1 (centres undefined)	-6
60	COCC1CCCN(c2nc3nonc3nc2N2CCOCC2)C1 (centres undefined)	3
61	N#CCn1c2ccccc2c2nc3ccccc3nc21	-11
62	CCc1cn[nH]c1C1CCCN(C(=O)CCn2c(=O)[nH]c3ccccc32)C1 (centres undefined)	-16
63	COc1ccc(CCN2C(=O)CC(N3CCN(c4ncccn4)CC3)C2=O)cc1OC (centres undefined)	-7
64	COc1nc2c(cc1C(=O)N1CC(c3cccnc3)C1)CCC2	-17
65	CC1CCCN(CCN2CCC(C(O)c3ccccc3)CC2)C1 (centres undefined)	-9
66	O=C(CN1CCCC2(CCc3ccccc32)C1)N1CCN(c2ccccc2)CC1 (centres undefined)	-2
67	O=C(Cc1ccccc1)Nn1c(=S)[nH]c2ccccc2c1=O	-6
68	O=c1ccc(-c2cccnc2)nn1CCNS(=O)(=O)c1cc(Cl)ccc1Cl	-2
69	CC1(C)CC(N2CCCC2)=CC(=[N+]2CCCC2)C1	-45
70	O=C(CN1CCOC1=O)NC1CC(=O)N(CCc2cccc(Cl)c2)C1 (centres undefined)	-10
71	O=C(c1cccc2c1OCC2)N1CCN(Cc2ccccc2CO)CC1	-16
72	CC(C)c1cc(Nc2ccc(S(N)(=O)=O)cc2)cc(C(C)C)c1O	-4
73	CSc1nc2ncc3c(=O)n(CCN4CCOCC4)ccc3n2n1	0
74	CCOc1ccccc1S(=O)(=O)NCC1CCN(Cc2ccsc2)CC1	1
75	COc1cc(=O)n(-c2ccccc2C)nc1C(=O)NC(C)C	-30
76	CCC(CO)N(Cc1cccc(F)c1F)c1ccccc1 (centres undefined)	4
77	CC(c1nc(C(C)(C)C)no1)S(=O)CC(=O)NC(C)(C)C (centres undefined)	-4
78	COc1ncccc1C(=O)NCCCN1CCC(O)CC1	-4
79	O=C(Nc1ccccc1)C1CCCN1c1ncnc2ccccc12 (centres undefined)	12
80	O=C(Cn1nnc2sc3c(c2c1=O)CCCC3)OC1CCCCC1	6
81	COc1cc2c(cc1OC)CN(C(=O)C(C)N1C(=O)c3ccc(C)cc3C1=O)CC2 (centres undefined)	-1
82	O=C(c1sccc1Cl)N1CCc2onc(-c3ccccc3F)c2C1	-4
83	COc1ccc(NC(=O)c2ccc(=O)n(Cc3ccccc3)c2)c(OC)c1	-3
84	Cc1cnccc1CN(C)C(=O)c1cn(Cc2ccc(Cl)cc2)nn1	-5
85	COc1ccc(OC(C)=O)c(/C=C2\N=C(c3cccc(C)c3)OC2=O)c1	-1
86	CC1=NN(C)c2nc3c(c(=O)n(Cc4ccc(Cl)cc4Cl)c(=O)n3C)n2C1	-3
87	CCOC(=O)Nc1nc2ccccc2[nH]1	-6
88	COc1ccc(/C=C/c2nn3c(=O)c(C)nnc3s2)cc1	-8

(listing goes on)
item	Molecule	mcGAS MS inh
89	CN(C)CC1COCCN(Cc2ccccc2C#Cc2ccccc2)C1 (centres undefined)	-14
90	CC1=NN(C2(CNC(=O)c3ccccc3)CCCCC2)C(c2ccccc2)C1 (centres undefined)	-6
91	CCOc1cc2c(cc1OCC)CN(CN1C(=O)c3ccccc3C1=O)CC2	-3
92	O=S(=O)(NC1=NCN(CCO)CN1)c1ccccc1	-7
93	CCN(CC)c1ccc(NC(=O)c2ccc3nc[nH]c3c2)cc1	7
94	Cc1cccc(C)c1NC(=O)c1cccc(CN(C)Cc2cnccn2)c1	14
95	Cc1ccsc1C(=O)N1CCC2(CCCN(CC(C)(C)C)C2=O)C1 (centres undefined)	4
96	O=C(COc1ccc(Cl)cc1)Nc1ccc(F)c(NC(=O)C2CC2)c1	-8
97	CCOc1cccc2cc(C(N)=O)c(=Nc3cccc(F)c3)oc12	-12
98	COc1ccc(OCCNC(=O)c2cccs2)cc1	-2
99	N#Cc1ccc(OCc2nc(-c3ccccc3)no2)cc1	-4
100	O=C(O)C(O)c1ccc(Br)cc1 (centres undefined)	-4
101	Cc1cc(NC(=O)C(C)Sc2nccn2-c2ccc(C)c(C)c2)no1 (centres undefined)	4
102	CC(C)c1ncc2c(n1)CN(C(C)C(=O)Nc1ncccn1)CC2 (centres undefined)	-10&3
103	O=C(NC1CC1)c1ccc(N2CCC(NCc3ccc(Cl)cc3)C2)nc1 (centres undefined)	2
104	CCOC(=O)N1CCN(C(=O)c2nn(-c3ccc(F)cc3)c3c2CCCCC3)CC1	-5

Rewritten field by field: 3 of the compounds above
[38] CN(Cc1cccc2cnccc12)C(=O)c1cn(C2CCCCC2)nn1
  mcGAS MS inh = -4

[1] Cc1nn(C)c(Cl)c1CN1CCN(c2nsc3ccccc23)CC1
  mcGAS MS inh = -19

[28] Cc1ccc(/C(=C\CN2CCCC2)c2ccccn2)cc1
  mcGAS MS inh = -2&0

Further compounds follow.
item	Molecule	mcGAS MS inh
105	O=C1CN(C(=O)N(Cc2ccccc2)c2ccc(Cl)cc2)CCN1	0
106	COCCNC(=O)C1CCCN(C2CCN(Cc3nccn3C)CC2)C1 (centres undefined)	-16
107	COc1cccc(CN2CCC2(C)C(=O)Nc2ccc3c(c2)CCN3C(C)=O)c1F (centres undefined)	-7
108	CC(=O)[C@@H]1C[C@H](CC(=O)Nc2ccc(OCc3ccccc3)cc2)C1(C)C	2
109	COCCN1C(=O)c2ccccc2NC1c1csc(-c2ccsc2)n1 (centres undefined)	-1
110	COc1ccc(CCS(=O)(=O)NCCN2CCN(c3ccccc3F)CC2)cc1	-2
111	CCc1ccccc1NS(=O)(=O)c1cc(Cl)cnc1N	-11
112	C#CCn1c(O)c(N=NC(=O)CNC(=O)c2ccc3c(c2)OCO3)c2ccccc21	4
113	CC(=O)NC(c1ccccc1)c1nc(-c2csc3ccccc23)cs1 (centres undefined)	7
114	COc1ccc(-c2c(NC(=O)c3ccco3)oc3c(C)cccc3c2=O)cc1	-3
115	CCN(CC(=O)NC)C(=O)c1cc(Cl)c(Cl)n1C	1
116	CC(=O)c1ccc(N2CCN(S(=O)(=O)c3ccccc3)CC2)c(F)c1	-2
117	CC(C)c1nccc(CN2CCC(CNS(C)(=O)=O)C2)n1 (centres undefined)	-11
118	O=S(=O)(Nc1ccc2c(c1)CCC2)c1ccc(F)cc1	-7
119	O=C(CN1CCOC1=O)N1CCc2[nH]nc(-c3cccc(F)c3)c2C1	4
120	CCc1nc(C)c(C(=O)NS(=O)(=O)c2ccc(C(C)=O)cc2)s1	-10
121	CC12CC3CC(C)(C1)CC(NCc1cccnc1)(C3)C2	-6
122	Fc1ccc(-c2nn[nH]n2)cc1	1
123	Nc1cnc(-c2cccc3ccnn23)cn1	-14
124	Cc1nc(C)c(C)c(N2CCC(C(=O)NCCCOC(C)C)CC2)n1	-5
125	O=S(=O)(Nc1ccccn1)c1ccc(C2CCCCC2)cc1	-5
126	CC(C)C(C)(CNC(=O)OC(C)(C)C)NC(=O)CCc1cccnc1 (centres undefined)	-15
127	O=S(=O)(c1cccs1)N1CCN(Cn2nc3ccccn3c2=S)CC1	27
128	COc1cc(NC(=O)CN2C(=O)c3ccccc3C2=O)c(OC)cc1Cl	-8
129	COc1ccc(C2=NN(C(N)=S)C(c3ccco3)C2)cc1 (centres undefined)	-3
130	CC(=O)Nc1ccc(-n2ccc3c(cnc4c(-c5ccc(F)cc5)c(C)nn43)c2=O)cc1	-7
131	CC(Cc1cnccn1)n1cc(-c2ccnc3ccccc23)nn1 (centres undefined)	7
132	CC(C)N(CC(=O)Nc1ccon1)C(=O)c1ccc([N+](=O)[O-])cc1	-1
133	CCCOc1ccc(CN)c(OC(F)F)c1	-1
134	COCC1CN(C(=O)c2ccc(Oc3cccnc3)cc2)CCO1 (centres undefined)	-4
135	O=C(c1cc(Br)cnc1N1CCCCC1)N1CCCC(CO)C1 (centres undefined)	-6
136	O=S(=O)(Nc1nc2c(F)cc(F)cc2s1)c1ccc(F)cc1F	8

Bioassay records as filed in PubChem.
